D1 ag = activates the human D1 dopamine receptor; P21728; HEK293 T-REx D1 cells, calcium flux, agonist mode; activation, % at 2 µM; actives 1% (n = 360,000); in the data active = activation above about 30%; also: 0% is about no effect
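Inducible HEK293 T-REx D1 cells, force-coupled to calcium signalling, were plated at 4000 cells/well with tetracycline and held overnight at 30 C. After no-wash calcium dye loading, compound-evoked calcium rise over 180 s flagged agonists.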
Vif-APOBEC3F blk = blocks the Vif interaction with APOBEC3F. HeLa A3F-eYFP + Vif (tagged APOBEC3F with the HIV-1 protein that degrades it), YFP fluorescence increase. Potency, µM (doses to about 46.1 µM), for the others: at the top dose activity, negative = active. actives 0.2% (n = 390,000); also: potency is read from the fitted curve at half-maximal effect; % of control where 0% means no effect; nearly all actives have a fitted effect of over 65% in size
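HeLa cells stably expressing A3F-eYFP plus Vif, plated and incubated overnight at 37 deg C, then exposed to compounds overnight at 37 deg C. Blocked degradation read as raised yellow fluorescence (Ex 488/Em 500-530).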
D1 potentiator = human D1 dopamine receptor positive modulation; P21728; actives 0.036% (n = 360,000); HEK293 TREx D1 cells, calcium flux, dopamine EC20 potentiation; potentiation, % at 10 µM; in the data active = potentiation above about 30%; also: 0% is about no effect
D1 antagonist = antagonists of human D1 dopamine receptor. P21728. HEK293 TREx D1 cells, calcium flux, dopamine EC80; active compounds read low. activity change, negative = inhibition, % at 10 µM. actives 3.2% (n = 360,000). AID 504652; in the data active = activity change below about -30%; also: % is scaled to controls: 0 for no effect and ±100 for the full control effect
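Calcium flux readout: force-coupled, inducible Hek293 Trex D1 line, cells induced overnight at 30 C with tetracycline, dye-loaded 30–90 min at RT. Antagonism scored against EC80 dopamine challenge given 180 s after compound.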
RXFP1 antag = blocks the human relaxin receptor RXFP1. Q9HBX9. HEK293-RXFP1, relaxin-stimulated cAMP HTRF, 30 min; active compounds read low. activity change, negative = inhibition, % at 57.5 µM. actives 0.59% (n = 350,000). AID 1259400;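 active = activity change of -60% or lower, but not beyond a set lower limit; inconclusive = change between -60% and -40%, or beyond the set limit; inactive = change above -40%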; also: % is scaled to controls: 0 for no effect and ±100 for the full control effect
Glioma ERSR ind = induces the endoplasmic reticulum stress response in human glioma cells | U87-MG GRP78 promoter luciferase reporter, 16 h | Potency, µM, for the others: top-dose activation, hits mostly activators | actives 0.02% (n = 420,000) | AID 602332; also: potency is read from the fitted curve at half-maximal effect; series mostly up to about 76 µM; % of control where 0% means no effect; nearly all actives have a fitted effect of over 35% in size
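ERSR induction read as luciferase luminescence (Bright-Glo, 10 min at room temperature) in stably transfected human U87-MG glioma cells exposed to compounds for 16 h, using GRP78 as sensor.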
D2 potentiator = D2 dopamine receptor (human) potentiation; P14416; actives 0.34% (n = 340,000); potentiation, % at 10 µM; HEK293 T-REx D2, calcium flux, EC20 dopamine potentiation; AID 485347;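 active = potentiation over 3 SD above the plate norm, cut at about 30% in these data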; also: 0% is about no effect
Target sequence (P14416 whole entry, looked up): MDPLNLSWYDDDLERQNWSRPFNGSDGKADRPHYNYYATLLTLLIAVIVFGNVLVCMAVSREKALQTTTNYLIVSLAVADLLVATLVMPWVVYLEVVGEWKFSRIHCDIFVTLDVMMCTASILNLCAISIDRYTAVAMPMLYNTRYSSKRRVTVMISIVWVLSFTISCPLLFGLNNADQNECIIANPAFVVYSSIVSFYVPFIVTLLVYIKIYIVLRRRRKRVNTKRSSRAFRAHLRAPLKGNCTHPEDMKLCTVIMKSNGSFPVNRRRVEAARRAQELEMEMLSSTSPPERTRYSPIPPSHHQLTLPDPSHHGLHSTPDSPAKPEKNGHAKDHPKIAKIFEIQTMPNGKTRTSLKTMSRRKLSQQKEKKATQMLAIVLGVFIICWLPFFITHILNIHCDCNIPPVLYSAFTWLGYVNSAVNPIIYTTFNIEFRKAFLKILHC
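Primary screen. Calcium kinetics in induced HEK293 T-REx D2 cells: compound pre-addition 180 s, EC20 dopamine, 180 s more.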
Vif-APOBEC3G blk = inhibitors of Vif-APOBEC3G interaction | AID 602310 | HeLa A3G-eYFP + Vif (tagged APOBEC3G with the HIV-1 protein that degrades it), YFP fluorescence, overnight | actives 0.076% (n = 410,000) | Potency, µM (top dose mostly 46.1 µM), for inactives: at the top dose activity, negative = active, most hits filed as inhibitors | Q9HC16;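 also: potency is read from the fitted curve at half-maximal effect; % is scaled to controls: 0 for no effect and ±100 for the full control effect; nearly all actives have a fitted effect of over 60% in size; hits raise eYFP signal because A3G escapes Vif-driven loss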
Target sequence (Q9HC16 whole entry, looked up): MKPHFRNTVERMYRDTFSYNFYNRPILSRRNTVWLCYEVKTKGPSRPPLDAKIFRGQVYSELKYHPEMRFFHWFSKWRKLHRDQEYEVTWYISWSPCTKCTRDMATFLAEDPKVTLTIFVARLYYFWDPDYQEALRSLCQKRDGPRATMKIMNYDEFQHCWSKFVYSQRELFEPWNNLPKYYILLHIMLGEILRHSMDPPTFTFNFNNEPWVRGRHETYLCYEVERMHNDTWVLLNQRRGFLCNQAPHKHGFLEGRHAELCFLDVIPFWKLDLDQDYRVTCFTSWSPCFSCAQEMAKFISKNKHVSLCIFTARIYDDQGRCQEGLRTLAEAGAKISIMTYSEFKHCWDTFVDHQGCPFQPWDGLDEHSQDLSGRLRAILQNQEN
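Read-out is eYFP fluorescence (Ex 488/Em 500-530) from Vif-expressing HeLa A3G-eYFP cells; more signal means A3G escaped Vif-mediated degradation. Cells plated overnight, compound pinned in, incubated overnight at 37 deg C.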
RXFP1 ag = agonists of human relaxin receptor RXFP1 | HEK293T-RXFP1 cAMP TR-FRET, 30 min; response scale: percent of porcine relaxin response, buffer zero | Potency, µM (highest dose often 57.5 µM), for the others: at the top dose activation, hits mostly activators | actives 0.3% (n = 370,000); also: potency is read from the fitted curve at half-maximal effect; % is scaled to controls: 0 for no effect and ±100 for the full control effect; nearly all actives have a fitted effect of over 60% in size; many of its hits are not listed in these tables
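Agonist response is measured as cAMP accumulation in an RXFP1-transfected HEK293T line under PDE4 inhibition. Values are scaled between buffer-only and 29 nM porcine relaxin, and EC50s come from standard Hill equation fits.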
* = called active by the depositor; ? = inconclusive; nt = no result given; & = joins results of further samples. Unless noted, calls follow the shape of the dose curve; as a rule, active = well fitted curve in the direction sought with a large enough effect; inconclusive = small, poorly fitted or top-dose-only effect, or another doubt; inactive = no such curve, though single readings can be large; an effect the other way counts as inactive or inconclusive.

SMILES | D1 ag | Vif-APOBEC3F blk | D1 potentiator | D1 antagonist | RXFP1 antag | Glioma ERSR ind | D2 potentiator | Vif-APOBEC3G blk | RXFP1 ag
CCOc1ccc(S(=O)(=O)Nc2nc3cc(OC)ccc3s2)cc1 | 0 | 12% | 13 | 2 | -30 | 2% | -2 | 0% | -0.6%
Cc1cccc(C)c1N=C1NN=C(c2ccccc2F)CS1 | 7 | -9% | -3 | 2 | -2 | 2% | -3 | 2% | 0.3%
Cc1cc(C(=O)N2CCC(C(=O)O)CC2)c(C)o1 | 4 | 12% | 0 | 7 | -1 | -2% | -3 | 6% | 0.0%
Cc1nn(C)cc1S(=O)(=O)N1CCN(c2ccc(F)cc2)CC1 | 0 | 2% | 7 | 6 | 2 | 3% | -1 | -2% | 2.5%
Cc1ccc2c(c1)NC(=O)C(CC(=O)Nc1cc(Cl)ccc1C)O2 (configuration not stated) | 2 | 6% | 0 | 13 | 10 | -2% | 1 | -2% | -2.1%
COC(=O)c1ccc(NC(=O)c2cc3cc4ccc(OC)c(Cl)c4nc3s2)cc1 | 3 | 1% | -1 | -8 | -2 | -2% | 10 | 0% | -0.1%
O=Cc1s/c(=N\S(=O)(=O)c2ccccc2)n(CCCCl)c1Cl | 0 | 28µM* | -12 | -29 | ? | -15% | -3 | ? | 1.3%
CCN(CC)S(=O)(=O)c1cccc(C(=O)Nc2cc(C)cc(C)c2)c1 | 4 | 4% | -5 | -19 | 3 | 6% | nt | -1% | 1.4%
O=C(OCn1nnc2ccccc2c1=O)C1CCCCC1 | 14 | -2% | -5 | -3 | -8 | -2% | 13 | 0% | 0.0%
COc1ccc(C(=O)NNC(=O)Cc2nc3nc(C)cc(C)n3n2)cc1 | 5 | 6% | -5 | 3 | 0 | -1% | 16 | 4% | 6.1%
CCCc1cc(N2CCCC(C(=O)NCC)C2)n2ncnc2n1 (configuration not stated) | 2 | -5% | 3 | 0 | 2 | -2% | 0 | 2% | 0.2%
CC(=O)Nc1cccc(NS(=O)(=O)c2c(C)noc2C)c1 | nt | 3% | nt | nt | 0 | -2% | nt | 0% | nt
CC(C)OCCCNC(=O)c1ccc(NS(C)(=O)=O)cc1 | 4 | -5% | 1 | 5 | -7 | -2% | -2 | 0% | -0.4%
COc1ccc(CN2CCC[C@]3(N[C@H](c4ccccc4)[C@@H]4C(=O)N(Cc5ccccc5)C(=O)[C@@H]43)C2=O)cc1 | nt | 1% | nt | nt | 14 | 2% | nt | 1% | nt
CCOc1cccc2cc(-c3nnc(NCc4ccc5c(c4)OCO5)s3)c(=O)oc12 | 8 | ? | -4 | -1 | -6 | -5% | -6 | 1% | 3.1%
CN1C(=O)C(CCC(N)=O)NC1=S (configuration not stated) | 0 | -12% | -4 | -18 | 10 | 1% | -1 | 0% | -0.6%
COc1ccc(C(O)c2nccn2Cc2ccccc2)cc1OC (configuration not stated) | 10 | 0% | -1 | -19 | 7 | -4% | -1 | 0% | 5.6%
COc1ccc([N+](=O)[O-])cc1NC(=O)C(C)NNC(=O)c1cccc([N+](=O)[O-])c1 (configuration not stated) | nt | 3% | nt | nt | -1 | -4% | nt | 1% | nt
FC(F)(F)c1ccc2nnc(-c3c(Cl)cccc3Cl)n2c1 | 4 | nt | 11 | 0 | -27 | -6% | -6 | 0% | 0.9%
COc1ccc(NC(=O)c2ccccc2Sc2ccc(NC(C)=O)nc2)cc1 | 3 | 1% | 1 | -7 | 11 | -5% | 0 | 1% | ?
Cc1ccc(NC(=O)C2(c3cccs3)CCOCC2)cc1Cl | -4 | -6% | 1 | nt | nt | -2% | nt | -9% | 1.7%
COc1ccc(NC(=O)CN(C)C(=O)c2ccccc2OC)cc1 | 1 | 7% | 3 | 2 | 4 | -2% | 2 | 4% | 2.8%
Cc1nc2c(-c3ccc(Cl)cc3)cnn2c(N)c1-c1ccc(F)cc1 | 3 | -1% | -12 | 0 | -1 | -4% | -9 | 2% | 0.0%
Cc1ccc(-c2csc(/C(C#N)=C/c3ccccc3Cl)n2)cc1 | 10 | ? | 0 | 8 | 2 | 2% | 0 | -18% | 6.2%
NC1=NC2(CCCCC2)N=C(Nc2ccc(Br)cc2)N1 | 2 | -7% | -11 | -37* | 18 | -6% | -17 | -12% | -0.2%

At a glance, 3 of the compounds above.
SMILES | D1 ag | Vif-APOBEC3F blk | D1 potentiator | D1 antagonist | RXFP1 antag | Glioma ERSR ind | D2 potentiator | Vif-APOBEC3G blk | RXFP1 ag
CCOc1ccc(S(=O)(=O)Nc2nc3cc(OC)ccc3s2)cc1 | 0 | 12% | 13 | 2 | -30 | 2% | -2 | 0% | -0.6%
Cc1cccc(C)c1N=C1NN=C(c2ccccc2F)CS1 | 7 | -9% | -3 | 2 | -2 | 2% | -3 | 2% | 0.3%
Cc1cc(C(=O)N2CCC(C(=O)O)CC2)c(C)o1 | 4 | 12% | 0 | 7 | -1 | -2% | -3 | 6% | 0.0%

Continuation.
SMILES | D1 ag | Vif-APOBEC3F blk | D1 potentiator | D1 antagonist | RXFP1 antag | Glioma ERSR ind | D2 potentiator | Vif-APOBEC3G blk | RXFP1 ag
Cc1ccc(Sc2nc([N+](=O)[O-])nn2C)cc1 | 0 | -1% | -4 | 0 | -6 | -3% | 13 | 1% | -1.2%
O=C(C(Cc1ccccc1)n1cccc1)N1CCCCC1 (configuration not stated) | 0 | -11% | -5 | 11 | 4 | 0% | nt | 6% | 2.2%
Cc1cc(C)cc(N(C(C)C(=O)N2CCCCC2)S(C)(=O)=O)c1 (configuration not stated) | 4 | -4% | -1 | -2 | 10 | -4% | 6 | 4% | 1.6%
COc1cc(OC)cc(C(=O)N2CCCC(Nc3ccc(F)cc3)C2)c1 (configuration not stated) | 5 | -16% | -1 | 6 | -1 | -7% | 7 | -1% | -1.1%
CC1C(C)C(O)(c2ccccc2)CCN1C (configuration not stated) | 3 | 4% | -2 | 12 | 10 | 0% | 8 | 2% | -0.7%
CCOC(=O)c1c(C)[nH]c(C)c1S(=O)(=O)N1CCC(c2ccccc2)C1 (configuration not stated) | 0 | 0% | -4 | -6 | 3 | -7% | -5 | -1% | -0.1%
CS(=O)(=O)N(CC(=O)Nc1ccc(F)cc1)C1CCCCC1 | 0 | -14% | 3 | 4 | 5 | -2% | 2 | 2% | -0.3%
CC(=NO)C1CCC2C3CCC4=CC(=NO)CCC4(C)C3C(=O)CC12C (configuration not stated) | nt | 6% | nt | nt | -30 | 0% | nt | 2% | nt
C#CCCC(=O)c1ccccc1/C=[N+](\[O-])c1ccccc1 | -2 | -22% | -2 | nt | nt | -3% | -1 | 5% | 0.1%
COc1ccccc1NS(=O)(=O)c1ccc(C(N)=O)cc1 | 0 | 1% | -2 | 6 | -7 | -1% | 17 | 2% | -0.2%
COCCN(C(=O)/C=C/c1ccccc1)c1c(N)n(Cc2ccccc2)c(=O)[nH]c1=O | 4 | -12% | -2 | 25 | 5 | -4% | 3 | -7% | 2.0%
CC(c1nnnn1C1CCCCC1)N(Cc1ccccc1)Cc1cccnc1 (configuration not stated) | 0 | 2% | -3 | 31 | -12 | -1% | 15 | 1% | 0.6%
O=C(COC(=O)c1cccc(O)c1)Nc1nnc(-c2ccccc2)o1 | -1 | 7% | -3 | 2 | -5 | -3% | 7 | -1% | 0.9%
CCSc1nnc(NC(NC(=O)c2ccco2)(C(F)(F)F)C(F)(F)F)s1 | 0 | 0% | -2 | -4 | 0 | 4% | 2 | -2% | 0.7%
c1ccc(C(c2ccccc2)c2noc(CN3CCC(c4ccncc4)CC3)n2)cc1 | 1 | 1% | 2 | -4 | -1 | 0% | -7 | 1% | 0.0%
CCCNC(=O)CSC1=N/C(=C/c2ccc(F)cc2)C(=O)N1CC | 1 | 0% | -5 | 3 | 5 | -6% | 9 | 0% | 0.6%
CCn1c(=NC(=O)c2ccc(S(=O)(=O)N3CCOCC3)cc2)sc2cccc(OC)c21 | 4 | 5% | -1 | 7 | -5 | -5% | 2 | 8% | 7.9%
Oc1c(Cl)cc(Cl)cc1CNc1nc2ccccc2[nH]1 | 7 | 1% | -4 | -19 | -38 | 0% | 1 | -9% | 1.3%
CCOC(=O)C1CCN(Cc2ccc3ccccc3c2)CC1 | 6 | 0% | -8 | -2 | 1 | 9% | -16 | 3% | 4.3%
COC(=O)c1ccccc1OC(=O)c1cc[n+]([O-])cc1 | 7 | -1% | 31* | 9 | -9 | 1% | 17 | 1% | -1.1%
COc1ccc(S(=O)(=O)N2CCOC23CCN(S(=O)(=O)c2ccc(Cl)cc2)CC3)cc1 | 3 | -7% | 1 | -5 | -7 | -2% | 1 | 3% | 0.2%
O=C(Nc1ccccn1)C12CC3CC(CC(C3)C1)C2 | 5 | -3% | -5 | nt | 0 | -1% | 23 | -4% | 1.2%
O=C(C1CCC(CNS(=O)(=O)c2cccs2)CC1)N1CCN(c2ccc(Cl)cc2)CC1 (configuration not stated) | 9&3 | -2%&-6% | -4&-1 | 11&-20 | -4&-30 | -2%&-4% | 5&2 | 2%&5% | -0.2%&2.1%
Nc1nonc1-n1nnc(C(=O)N/N=C/c2ccc(Br)cc2)c1CSC1=NCCS1 | 4 | -3% | 1 | 14 | ? | -4% | -5 | -22% | 0.8%
CCOc1cc(/C=N/NC(=O)c2cccnc2)ccc1OCC(=O)N1CCOCC1 | 2 | 4% | 6 | 11 | -3 | -6% | 19 | 0% | -1.2%
Carrying on:
SMILES | D1 ag | Vif-APOBEC3F blk | D1 potentiator | D1 antagonist | RXFP1 antag | Glioma ERSR ind | D2 potentiator | Vif-APOBEC3G blk | RXFP1 ag
O=C(N/N=C/C1CC=CCC1)c1ccc(Cl)cc1O (configuration not stated) | 23 | 1% | -16 | -37* | -14 | 14% | 4 | -3% | -1.3%
CCCCn1c(-c2ccc(C(C)(C)C)cc2)nc2cc3[nH]c(=O)c(C(C)C)nc3cc21 | 2 | 1% | -9 | -5 | nt | -4% | -1 | -6% | 1.2%
Cc1cc2ncn(S(=O)(=O)c3ccc(S(=O)(=O)N4CCCCCC4)cc3)c2cc1C | nt | -7% | nt | nt | -5 | -2% | nt | 3% | nt
CC(=O)N(Cc1ccccc1C)c1cccc(C)c1C | -2 | 1% | -6 | nt | -14 | -3% | -8 | 0% | 1.0%
O=C(CCN1CCCCC1)Nc1cccc(Cl)c1 | 7 | -2% | -5 | 5 | 8 | -2% | -15 | -1% | -0.1%
CSCCC(NC(=O)c1ccco1)C(=O)NCCc1ccc(F)cc1 (configuration not stated) | 1 | 2% | -7 | -3 | 2 | 0% | nt | 1% | -1.0%

Screening data as filed in PubChem.

The list is partial; the hit share may differ from the screen's.
